# p53ts 32C kill = cytotoxicity in p53ts cells at permissive temperature; H1299-p53A138V at 32C, ATP luminescence viability, 24 h; Potency, µM (doses to about 46.1 µM), without a hit: at the highest dose activity change, negative = cytotoxicity, hits mostly cytotoxic; 130,000 compounds, 0.93% hits;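 also: 0% = DMSO and -100% = full killing by reference compound; nearly all actives have a fitted effect of over 55% in size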
#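 H1299-p53 A138V cells (temperature-sensitive p53) exposed 24 h to up to 46 uM compound at 32C, where p53 is wild-type in conformation. Viability read as ATP luminescence and normalised to DMSO and 100 uM tamoxifen. AC50 fitted with the Hill equation.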
# IkB sig inh = IkB pathway inhibition in ABC-DLBCL cells; AID 445; Potency, µM (series often up to 57.1 µM), for inactives: at the highest dose IkBa stabilization activation; 110,000 compounds, 0.04% hits; ABC-DLBCL IkBa-CBG/CBR dual luciferase ratio, 4 h; response scale: scaled: untreated 0%, proteasome inhibitor 100%; active = well fitted curve in the direction sought with a large enough effect in the signal ratio, not every such curve was filed as active; inconclusive = small, poorly fitted or top-dose-only effect, or a change in a side signal; the % refers to the signal ratio;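 also: the direction sought is a rising ratio; 0% = basal untreated cells and 100% = reference inhibitor full response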
#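 Luminescence ratio of IκBα-fused green versus native red beetle luciferase in OCI-Ly3 cells, 4 h post-doxycycline with compound; red signal alone, scaled from basal (0%) to zero light (-100%), flagged nonspecific or cytotoxic effects.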
# Imprint erasure = inducers of genomic imprint erasure in mouse ES cells | mouse ES Peg3-LacZ reporter, beta-gal luminescence, 40 h | 110,000 compounds, 0.02% hits | Potency, µM (doses to about 60.7 µM), without a hit: at the top dose activity change, positive = activation, hits mostly activators | AID 1948;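 also: 0% = negative control wells on the plate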
#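 Readout: BetaGlo luminescence (5 min, room temp) for LacZ from the normally silent maternal Peg3 allele in female Peg3LacZ-Neo ES cells. Cells 300/well, 40 h, 37C, 5% CO2. Data normalized per plate to negative controls.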
# p53ts 39C kill = kills p53ts cells at the nonpermissive temperature. H1299-p53A138V viability at 39C, ATP luminescence, 24 h. Potency, µM (titrated, usually from 46.1 µM), for the others: top-dose activity change, negative = cell killing, usual class: cytotoxic. 130,000 compounds, 1.5% hits. AID 902; also: nearly all actives have a fitted effect of over 55% in size
# * marks the source's active call; other numbers are inactive results; ? = inconclusive; . = not tested or not shown; [ ] = another dose, or the depositor's remark. Unless noted, calls follow the shape of the dose curve; as a rule, active = well fitted curve in the direction sought with a large enough effect; inconclusive = small, poorly fitted or top-dose-only effect, or another doubt; inactive = no such curve, though single readings can be large; an effect the other way counts as inactive or inconclusive. Unless noted, % is scaled to controls: 0 for no effect and ±100 for the full control effect; potency is read from the fitted curve at half-maximal effect.
# Under each structure – p53ts 32C kill | IkB sig inh | Imprint erasure | p53ts 39C kill
1: Cc1ccc(-c2cc(C(F)(F)F)c(C#N)c(SCC(=O)O)n2)cc1
 : -9% | ? | 5%[10.9 µM] | -4%
2: COc1ccc(CNC(=O)c2nc(SC(C)C)ncc2Cl)cc1
 : 1% | ? | 4%[10.9 µM] | -24%
3: CCOc1ccc(NC(=O)CCNS(=O)(=O)c2cccc3nsnc23)cc1
 : 2% | -2.3% | -11%[10.9 µM] | -7%
4: Cc1ccc(S(=O)(=O)N2CCCC2C(=O)NC2=NCCS2)cc1 (stereo unspecified)
 : 4% | -0.5% | -6% | 9%
5: COc1ccccc1/C=C/c1nc(C#N)c(N(C)C)o1
 : -4% | -3.5% | -19%[10.9 µM] | -2%
6: Cc1ccc(-n2ncc(C(=O)NCCN3CCN(C)CC3)c2C2CCN(C(=O)OC(C)(C)C)CC2)cc1C
 : 2% | -2.0% | -4%[10.9 µM] | -31%
7: COc1ccc(OC)c(S(=O)(=O)N2CCCCCC2)c1
 : -3% | -1.8% | . | -2%
8: COc1cccc(/C=c2\sc3nc(-c4cccs4)nn3c2=O)c1OC
 : 0% | 0.2% | -5% | 10%
9: O=C(C1CCN(S(=O)(=O)Cc2ccccc2)CC1)N1CCN(c2cccc(Cl)c2)CC1
 : 2% | 0.8% | -2%[10.9 µM] | 7%
10: [O-][n+]1onc2c1CCc1nnc(-c3ccccc3)cc1-2
 : 3% | 0.7% | -3% | 0%
11: Cc1cccc(C)c1NC(=O)NCCCN1CCN(c2ccccc2)CC1
 : 10% | ? | 9%[10.9 µM] | 22%
12: COC(=O)c1ccc(CSc2nnc(-c3ccncc3)n2Cc2ccccc2)o1
 : -1% | 3.0% | -33%[inhibitor] | 3%
13: Cc1ccc(CNC(=O)c2c(C)oc3ncnc(N4CCOCC4)c23)cc1
 : -2% | ? | 10%[10.9 µM] | ?
14: CC1Oc2ccccc2N(CC(=O)NCCc2ccccc2)C1=O (stereo unspecified)
 : -3% | -1.2% | 2% | 8%
15: Cc1cc(C(=O)COc2ncnc3sccc23)c(C)n1C1CC1
 : -21% | 0.2% | -22% | ?
16: O=C(Cn1cnc2c(nnn2Cc2ccc(Cl)cc2)c1=O)NCc1ccco1
 : 7% | -0.1% | -9% | -12%
17: CC(C)OCCCNC(=O)CCCn1c(SCC(=O)c2ccc(Br)cc2)nc2c(sc3ccccc32)c1=O
 : 4% | -1.7% | -6%[10.9 µM] | -8%
18: Cc1cc(C)c2c(=O)cc(CSc3n[nH]c(C)n3)[nH]c2c1
 : 16% | 0.4% | 4%[10.9 µM] | 5%
19: CC(=O)CC(=O)Nc1ccc2ccccc2c1
 : -9%[9.22 µM] | -1.0%[11.4 µM] | -10%[10.9 µM] | 2%[9.22 µM]
20: Nc1c(C(=O)NCCN2CCOCC2)c2nc3ccccc3nc2n1-c1ccc2c(c1)OCO2
 : 2% | -4.7% | -8% | -11%
21: CCc1ccc(NC(=O)CSc2nc3c(c(=O)[nH]2)CN(Cc2ccc(C)cc2)CC3)cc1
 : -4% | 0.5% | 23%[10.9 µM] | 9%
22: CC(C)C(c1nnnn1Cc1ccccc1)N(Cc1ccco1)Cc1cccs1 (stereo unspecified)
 : 10% | ? | -21% | ?
23: CC(=O)c1ccc(NC(=O)C2CCC(CNS(=O)(=O)c3cccc4nsnc34)CC2)cc1 (stereo unspecified)
 : 5% | 1.5% | -5%[10.9 µM] | -18%
24: Cc1nnc(N2CCCC(C(=O)NCCc3ccc(Cl)cc3)C2)c2nn(-c3ccccc3)c(C)c12 (stereo unspecified)
 : 4% | ? | -5%[10.9 µM] | -10%
25: O=C(C1CCC1)N1CCCc2cc(S(=O)(=O)Nc3ccc(F)cc3)ccc21
 : 6% | 4.2% | -9%[10.9 µM] | -15%
26: COc1ccc(OC)c(C(C(=O)NCc2ccco2)N(C(=O)Cn2nnc3ccccc32)C(C)C)c1 (stereo unspecified)
 : 12% | 1.1% | -11% | 0%
27: CC(C)(C)C(=O)Nc1cccc(C(=O)OCc2cc(=O)n3nc(C4CCCCC4)sc3n2)c1
 : 2% | -2.4% | -13%[10.9 µM] | 10%
28: Cc1ccc(CNC(=O)c2ccc(CSCc3ccc(C)cc3)o2)cc1
 : -4% | ? | -13%[10.9 µM] | -27%
29: O=C(c1ccncc1)N1CCC[C@@]2(CCN(C(c3ccccc3)c3ccccc3)C2)C1
 : 0% | 1.1%[11.4 µM] | . | -9%
30: COc1ccc(C2(C)NC(=O)N(Cc3cc(Cl)cc4c3OCOC4)C2=O)cc1OC (stereo unspecified)
 : 8% | -0.7% | -15% | -5%

# Further compounds:
# Under each structure – p53ts 32C kill | IkB sig inh | Imprint erasure | p53ts 39C kill
31: CSCCC(C(=O)O)N1C(=O)c2ccc(C(=O)O)cc2C1=O (stereo unspecified)
 : 0% | 1.2% | 5% | -3%
32: CCOC(=O)c1sc2ncn(/N=C/c3ccccn3)c(=O)c2c1C
 : 5% | 0.4% | -9% | -3%
33: COc1cccc(NC(=O)Cc2cccs2)c1
 : -1% | 0.0% | -19% | -12%
34: O=C(Nc1cccc(NC(=O)C2CC3CCCC(C2)C3=O)n1)C1CC2CCCC(C1)C2=O (stereo unspecified)
 : 4% | ? | -2% | 6%
35: CN(C)C[C@@H](O)c1ccc(Cl)c2ccccc12
 : 8%[9.22 µM] | 0.6%[11.4 µM] | -7%[10.9 µM] | -9%[9.22 µM]
36: CCc1ccccc1NC(=O)c1ccc2c(c1)N(Cc1cccc(Cl)c1)C(=O)c1ccccc1S2(=O)=O
 : 1% | 0.7% | 17%[10.9 µM] | -13%
37: COC(=O)C1=COC(C)C2CN3CCc4c([nH]c5ccccc45)C3CC12 (stereo unspecified)
 : -4% | 4.1% | -2% | 4%
38: Cc1cc(C)c(S(=O)(=O)NCCc2cc3ccc(C)cc3[nH]c2=O)c(C)c1
 : 7% | ? | -13%[10.9 µM] | -7%
39: O=C(CCCCn1c(=O)[nH]c2ccsc2c1=O)N1CCN(c2cccc(Cl)c2)CC1
 : 3% | ? | -11%[10.9 µM] | 5%
40: CCOc1ccc(CCNC(=O)C2Cc3ccccc3N2C(=O)CC)cc1OCC (stereo unspecified)
 : -8% | 1.0% | -14%[10.9 µM] | -13%
41: COC(=O)c1ccc(CN(Cc2ccc(C(=O)OC)o2)C(C)(C)C)o1
 : -15% | 1.7% | -15% | 0%
42: CCOc1nc(NC(=O)NS(=O)(=O)Oc2ccc(Cl)cc2)nc(-c2ccccc2)n1
 : -17% | -1.4% | -2%[10.9 µM] | -4%
43: CCc1ccc(NC(=O)CC2C(=O)N(c3cccc(C)c3)C(=O)N2Cc2ccco2)cc1 (stereo unspecified)
 : -10% | ? | 23%[10.9 µM] | -20%
44: Cn1c(C(=O)N2CCN(c3cccc(C(F)(F)F)c3)CC2)cc2sccc21
 : 4% | . | . | 17%
45: O=C(c1cccs1)c1no[n+]([O-])c1C(=O)c1cccs1
 : ? | ? | -45%[inhibitor] | ?
46: COc1ccc(C(=O)CN2C(=O)N(c3cc(C)ccc3C)S(=O)(=O)c3ccccc32)cc1
 : 2% | 2.1% | 9%[10.9 µM] | -15%
47: Cc1cccc(C2Nc3ccccc3C(=O)N2c2ccccc2)n1 (stereo unspecified)
 : 3% | 4.7% | -11% | -4%
48: CCc1ccccc1N(C)C(=O)c1nn(-c2ccc(OC)cc2)c(=O)c2c1c1ccccc1n2C
 : 15% | -0.2% | -7%[10.9 µM] | 8%
49: CCC(=O)Nc1nnc(S(=O)(=O)N(C)Cc2ccccc2)s1
 : -13% | 0.7% | -40%[inhibitor][10.9 µM] | -3%
50: COCCCNC(=O)CSc1nc2c(sc3ccccc32)c(=O)n1CCc1ccccc1
 : 4% | 0.4% | -10%[10.9 µM] | -17%
51: Cc1cc(C)c2[nH]c(=O)c(C(c3nnnn3Cc3ccc4c(c3)OCO4)N3CCCC3)cc2c1 (stereo unspecified)
 : 11% | 8.6% | -8% | 0%
52: COc1ccc(OC)c(NC(=O)C2CC(=O)N(c3ccc(Br)cc3)C2)c1 (stereo unspecified)
 : -3% | . | . | -8%
53: CCn1c(COc2ccccc2C(N)=O)nc2ccccc21
 : -11% | 2.6% | -18% | -7%
54: COc1ccc(NC(=O)C2CCN(S(=O)(=O)c3cccnc3)CC2)cc1Cl
 : 2% | -3.8% | -5% | 2%
55: O=C(c1ccc2c(c1)CCN2S(=O)(=O)c1ccccc1)N1CCN(c2ccccc2F)CC1
 : 10% | ? | -10%[10.9 µM] | 9%
56: O=C(OC1CCc2ccccc2C1=O)c1ccccc1O (stereo unspecified)
 : -6% | 0.4% | -65%[inhibitor] | -3%
57: Cc1ccc(CN2CCSc3ccc(C(=O)Nc4cc(C)cc(C)c4)cc32)cc1
 : -7% | ? | -20%[10.9 µM] | -6%
58: CCC1CN(C(=O)N2CCC(C(=O)NCc3ccc(OC)cc3OC)CC2)c2cc(C)ccc2O1 (stereo unspecified)
 : 14% | ? | -19%[10.9 µM] | -10%
59: Cc1sc2ncn(CC(=O)Nc3cccc(C(F)(F)F)c3)c(=O)c2c1S(=O)(=O)N1CCC(C)CC1
 : -11% | 1.7% | 12%[10.9 µM] | -29%
60: Cc1ccc(CN(Cc2ccco2)C(=O)COc2c(C)cc(C)cc2C)cc1
 : -8% | ? | -17%[10.9 µM] | -15%

# Further entries follow:
# Under each structure – p53ts 32C kill | IkB sig inh | Imprint erasure | p53ts 39C kill
61: Cc1ccc(Sc2ccc(N3CCC(C(=O)Nc4ccc(C)c(F)c4)CC3)nn2)cc1
 : 4% | -0.1% | -6%[10.9 µM] | -7%
62: CSc1nc(-c2ccccc2)nc2c1COC(C)(C)C2
 : 8% | 3.5% | -9% | 8%
63: Cc1cccc(C(=O)NCC2CCCO2)c1 (stereo unspecified)
 : -3% | . | . | 6%
64: CC(C)(C)C(=O)Cn1c[n+](N)cn1
 : -2% | -0.6% | -2% | 4%

# Of the compounds above, 10 contain a Cl atom.
# Under each structure – p53ts 32C kill | IkB sig inh | Imprint erasure | p53ts 39C kill
2: COc1ccc(CNC(=O)c2nc(SC(C)C)ncc2Cl)cc1
 : 1% | ? | 4%[10.9 µM] | -24%
9: O=C(C1CCN(S(=O)(=O)Cc2ccccc2)CC1)N1CCN(c2cccc(Cl)c2)CC1
 : 2% | 0.8% | -2%[10.9 µM] | 7%
16: O=C(Cn1cnc2c(nnn2Cc2ccc(Cl)cc2)c1=O)NCc1ccco1
 : 7% | -0.1% | -9% | -12%
24: Cc1nnc(N2CCCC(C(=O)NCCc3ccc(Cl)cc3)C2)c2nn(-c3ccccc3)c(C)c12 (stereo unspecified)
 : 4% | ? | -5%[10.9 µM] | -10%
30: COc1ccc(C2(C)NC(=O)N(Cc3cc(Cl)cc4c3OCOC4)C2=O)cc1OC (stereo unspecified)
 : 8% | -0.7% | -15% | -5%
35: CN(C)C[C@@H](O)c1ccc(Cl)c2ccccc12
 : 8%[9.22 µM] | 0.6%[11.4 µM] | -7%[10.9 µM] | -9%[9.22 µM]
36: CCc1ccccc1NC(=O)c1ccc2c(c1)N(Cc1cccc(Cl)c1)C(=O)c1ccccc1S2(=O)=O
 : 1% | 0.7% | 17%[10.9 µM] | -13%
39: O=C(CCCCn1c(=O)[nH]c2ccsc2c1=O)N1CCN(c2cccc(Cl)c2)CC1
 : 3% | ? | -11%[10.9 µM] | 5%
42: CCOc1nc(NC(=O)NS(=O)(=O)Oc2ccc(Cl)cc2)nc(-c2ccccc2)n1
 : -17% | -1.4% | -2%[10.9 µM] | -4%
54: COc1ccc(NC(=O)C2CCN(S(=O)(=O)c3cccnc3)CC2)cc1Cl
 : 2% | -3.8% | -5% | 2%
